CHO-K1 Ca antag: nonselective inhibitor or artifact in parental CHO-K1 cells; ATP-induced calcium, Fluo-8 fluorescence; inhibition, % at 3 µM; hit rate 0.6% among 360,000; AID 602250;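 active = inhibition above a per-plate cutoff, the plate's mean sample inhibition plus 3 SD, cut at about 24% in these data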;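 also: 0% = DMSO plus EC80 ATP and 100% = DMSO alone without ATP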
CHO-K1 Ca ag: counter-screen for M1 agonists: effect in parental CHO-K1 cells. hit rate 0.48% among 360,000. Fluo-8 calcium fluorescence; scaled to maximal ATP response, vehicle zero. activation, % at 3 µM; in the data active = activation above about 15%;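 also: untransfected CHO-K1 host cells lacking M1 receptor as counterscreen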
CHRM4 PAM: CHRM4 positive allosteric modulation | activation, % at 3 µM | P08173 | CHO-K1 hM4/Gqi5, Fluo-8 calcium fluorescence, ACh EC20; 0% = ACh EC20, 100% = maximal ACh | AID 624126 | hit rate 0.4% among 360,000;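 active = activation above its plate's cutoff, the mean activation of sample wells plus 3 SD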; also: some results filed as inactive read as strong as hits
Target sequence (P08173 whole entry, looked up): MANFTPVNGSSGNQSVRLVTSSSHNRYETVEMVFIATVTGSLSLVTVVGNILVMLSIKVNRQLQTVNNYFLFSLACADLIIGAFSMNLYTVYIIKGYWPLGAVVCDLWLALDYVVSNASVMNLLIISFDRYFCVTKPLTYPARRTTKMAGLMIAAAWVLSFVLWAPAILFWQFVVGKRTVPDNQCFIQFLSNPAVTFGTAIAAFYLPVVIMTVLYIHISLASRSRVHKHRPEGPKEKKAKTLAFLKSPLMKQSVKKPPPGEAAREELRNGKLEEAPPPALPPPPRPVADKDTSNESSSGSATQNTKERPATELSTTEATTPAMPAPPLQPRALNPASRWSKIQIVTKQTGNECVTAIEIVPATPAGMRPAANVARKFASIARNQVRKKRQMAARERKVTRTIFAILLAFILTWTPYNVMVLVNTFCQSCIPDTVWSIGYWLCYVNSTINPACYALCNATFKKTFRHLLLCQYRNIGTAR
M4 antag: blocks acetylcholine activation of human M4 receptor. P08173. CHO-hM4 cells, ACh EC80, Fluo-8 calcium fluorescence. inhibition, % at 3 µM. hit rate 0.73% among 360,000;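 active = inhibition above its plate's cutoff, the mean inhibition of sample wells plus 3 SD, cut at about 27% in these data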;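 also: 0% = acetylcholine EC80 with DMSO and 100% = DMSO without agonist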
M4 ag: CHRM4 agonism in calcium assay; CHO-K1 hM4/Gqi5, Fluo-8 calcium fluorescence; vehicle 0%, full acetylcholine response 100%; activation, % at 3 µM; hit rate 0.14% among 360,000; AID 624127;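 active = activation above the run mean over all test wells plus 3 SD, cut at about 32% in these data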;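 also: peak over basal fluorescence ratio per well then scaled between controls; 0% = DMSO wells and 100% = acetylcholine at EC100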
M5 ag: agonists of human muscarinic M5 receptor (CHRM5); hit rate 0.19% among 360,000; activation, % at 3 µM; CHO-K1 hM5 cells, Fluo-8 calcium fluorescence; 0% DMSO wells, 100% maximal acetylcholine response; P08912; AID 624037;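 active = activation above the run's mean over test compounds plus 3 SD, cut at about 23% in these data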;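 also: signal is peak over basal fluorescence ratio across the kinetic read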
Target sequence (P08912 whole entry, looked up): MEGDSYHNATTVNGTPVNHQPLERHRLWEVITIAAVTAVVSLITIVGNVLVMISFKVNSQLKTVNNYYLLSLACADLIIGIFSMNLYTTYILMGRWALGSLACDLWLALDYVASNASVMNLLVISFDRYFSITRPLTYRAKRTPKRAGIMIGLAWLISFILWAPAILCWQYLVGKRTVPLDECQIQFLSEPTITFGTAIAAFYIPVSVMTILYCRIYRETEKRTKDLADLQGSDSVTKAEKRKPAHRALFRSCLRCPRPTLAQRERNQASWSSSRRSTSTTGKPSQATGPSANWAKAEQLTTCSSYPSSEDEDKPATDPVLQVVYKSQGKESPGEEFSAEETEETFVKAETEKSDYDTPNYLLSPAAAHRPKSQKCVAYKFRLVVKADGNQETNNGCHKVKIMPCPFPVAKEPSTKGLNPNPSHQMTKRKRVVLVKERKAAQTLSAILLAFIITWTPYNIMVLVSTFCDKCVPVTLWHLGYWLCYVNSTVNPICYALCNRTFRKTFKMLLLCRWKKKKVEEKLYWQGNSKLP
M5 PAM: potentiates acetylcholine response at human M5 receptor. activation, % at 3 µM. P08912. CHO-K1 hM5, Fluo-8 calcium, ACh EC20 PAM; 0% = ACh EC20, 100% = ACh EC100. hit rate 0.3% among 360,000;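 active = activation above the run cutoff, the mean activation of all test compounds plus 3 SD, cut at about 18% in these data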
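Probe or stimulus: acetylcholine, EC20 level; Assay system: human M5 receptor in CHO-K1 cells; Schedule: compound preincubation 140 s before EC20 acetylcholine addition; Technique: intracellular calcium via Fluo-8 fluorescence; Dosing: single-point, 3 µM nominal; Read-out basis: percent activation from peak-over-basal fluorescence ratio, scaled EC20-to-EC100 acetylcholine; Repeats: one well per compound, no replicates.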
M5 antag: antagonists of human muscarinic M5 receptor (CHRM5) | P08912 | CHO-hM5 cells, Fluo-8 calcium fluorescence, ACh EC80 | inhibition, % at 3 µM | hit rate 0.59% among 360,000 | AID 624040;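 active = inhibition above a per-plate cutoff, the mean of that plate's test compounds plus 3 SD, cut at about 27% in these data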;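 also: 0% = acetylcholine EC80 with DMSO and 100% = DMSO without agonist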
CHO-K1 Ca PAM: nonselective activator or artifact in parental CHO-K1 calcium assay; AID 602247; hit rate 0.02% among 360,000; ATP EC20, Fluo-8 calcium fluorescence; 0% at ATP EC20, 100% at ATP max; activation, % at 3 µM;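 active = activation above the run cutoff, the mean activation of all test compounds plus 3 SD, cut at about 40% in these data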;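 also: peak over basal fluorescence ratio in a 140 s read after ATP addition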
The depositor's hits bear a star; / = no result given. Compounds were not picked by outcome. Share with any hit: about 2.7%.

SMILES	CHO-K1 Ca antag	CHO-K1 Ca ag	CHRM4 PAM	M4 antag	M4 ag	M5 ag	M5 PAM	M5 antag	CHO-K1 Ca PAM
Cc1cc(C)nc(SCc2ccc(C(=O)N/N=C3\CC(C)CC(C)(C)C3)cc2)n1 (stereo unspecified)	-18	1.9	-6	-12	-1	-2	-5	2	13
COc1cccc(-n2c(SCC(=O)NC3CCS(=O)(=O)C3)nc3ccccc3c2=O)c1 (stereo unspecified)	-4	0.0	2	-8	2	0	12	-10	1
O=C(CSc1nnc(NC(=O)c2ccccc2[N+](=O)[O-])s1)NCc1ccco1	-10	0.3	1	1	0	1	2	-4	3
CN1CCOCCOCCOCCN(C)C1=S	-15	0.7	-1	-5	-1	-5	-3	-5	15
CCCC(=O)Nc1cc(C(=O)N(C)CC(OC)OC)ccc1S(=O)(=O)c1ccc(C)cc1	-16	1.4	-1	5	0	-3	-3	6	-21
Cc1cc(C(=O)OCC(=O)c2ccc3c(c2)OCCO3)c(C)o1	10	0.2	7	-11	1	-10	6	-1	-4
COc1ccc(-n2c(C)cc(C(=O)COC(=O)c3cc(NC(=O)c4cccs4)c(OC)c(OC)c3)c2C)cc1	-8	-0.2	-3	-12	2	4	0	-4	13
Cc1ccc(C)c(OCc2cc(C(=O)N3CCN(C4CCCCC4)CC3)no2)c1	6	2.7	-8	2	8	-8	-12	18	-9
NCCCCCc1cn([C@@H](CCC(=O)O)C(=O)NCCCCCCCCCCC(=O)N2CCNCC2)nn1	-21	0.4	9	-1	2	1	11	-2	19
CCCCCCCCCCCCCCCC[n+]1ccc(C(N)=O)cc1	2	0.5	-21	12	1	-3	-13	14	21
CCN(CC)S(=O)(=O)c1ccc(OC)c(NC(=O)c2ccc([N+](=O)[O-])cc2)c1	-1	0.2	3	6	2	-1	0	5	7
Cc1cc(C)n2nc(C(=O)N/N=C/c3cccs3)nc2n1	-19	0.5	2	1	0	-3	9	4	26
O=C(c1ccncc1)N(c1ccc(N2CCOCC2)cc1)C(c1ccccc1)c1nc2ccccc2[nH]1 (stereo unspecified)	7	1.5	1	-5	2	1	-10	16	16
Cc1cccc(-n2c(SCC(=O)Nc3ncc(Cl)cc3Cl)nc3ccccc32)c1	9	-0.6	0	-10	-1	-2	-2	-4	1
O=C(NCC(c1cccnc1)N1CCN(c2ccc(F)cc2)CC1)c1ccccc1 (stereo unspecified)	-5	1.6	2	5	2	0	4	-2	10
COc1cc(/C=N/NC(=O)c2ccncc2)ccc1OC(=O)c1cc(OC)c(OC)c(OC)c1	-1	2.8	9	-16	3	-1	2	5	10
O=C1C=CC(=NN=C(c2ccccc2)c2ccccc2)C=C1	5	0.2	6	-4	0	5	-1	-3	-5
CCCc1nc2sc3ccccc3c(=O)c2c(=O)n1Cc1ccc(OC)cc1	-10	8.0	-2	10	0	1	-3	14	16
CCOc1ccccc1OCCOCCN1CCN(Cc2ccccc2)CC1	-2	0.0	7	-7	0	-5	-5	10	4
O=C(Nc1ccc2ccccc2c1)c1cccc([N+](=O)[O-])c1	-6	3.0	-2	-22	9	-9	-8	6	8
O=C(Nc1ccccc1-c1nc2ccccc2[nH]1)c1ccc(S(=O)(=O)N2CCCCC2)cc1	-13	-0.2	3	11	0	2	7	8	-10
COc1ccccc1NC(=S)N(c1ccccc1)C(C)C	-9	-0.3	9	-12	1	-5	-1	0	5
O=C(N/N=C/c1cc([N+](=O)[O-])ccc1O)c1ccc2c(c1)OCCO2	-5	1.6	-6	-13	4	0	-8	-6	3
CCOC(=O)c1csc(NC(=O)c2cc3ccccc3o2)n1	-15	1.6	20	3	6	0	-6	14	12
COc1cc(NS(=O)(=O)c2ccc(NC(=O)c3ccc(F)cc3)cc2)ncn1	-4	-0.1	-1	-10	1	-5	-3	8	0
CSc1cccc(NC(=O)CCCOc2ccc(Cl)cc2C)c1	1	1.1	5	1	1	-3	-7	2	13
Cc1ccc(OCC(=O)NCc2ccccn2)c(Br)c1	-5	0.7	0	-2	0	-9	2	0	18
O=C(NCc1ccc(Cl)cc1)c1ccc(S(=O)(=O)N2CCCCC2)cc1	2	0.5	3	-3	3	3	1	6	-1
CCCOc1ccc(C(=O)Nc2ccc(Cl)cn2)cc1	10	7.1	-3	-3	0	-3	-4	7	2
C=CCOC(=O)C1=C[C@H](c2ccc3c(c2)OCO3)C[C@H](OCCCCO)O1	-13	-0.2	10	7	-1	4	5	8	18
Cc1ccc(S(=O)(=O)N2C[C@H]3C(=O)C[C@@H](c4ccccc4)N(S(=O)(=O)c4ccccc4C)[C@H]3C[C@H]2c2ccccc2)cc1	9	0.1	11	-8	2	3	6	-12	-4
CCC1=C2CC[C@H]3C(=O)N(c4ccccc4)C(=O)[C@H]3[C@H]2[C@@]2(C)C(=NCC(=O)OC)OC(=O)N2C1=O	-7	0.5	9	-11	2	4	-4	5	16
COc1ccc(N=NC2=C(O)CC(C)(C)CC2=O)c(OC)c1	-9	0.9	-4	8	0	-3	1	-4	17
Cn1c(SCC(=O)c2ccccc2)nnc1-c1ccccn1	0	0.0	-6	13	1	-1	-6	17	1
COC(=O)C1=C(C)Nc2nnnn2C1c1cccnc1 (stereo unspecified)	-2	0.0	3	-5	0	-2	2	-4	5
Cc1ccc(C(=O)OCC(=O)N2CCCCCC2)c(O)c1	-16	1.2	6	-12	0	-3	-3	9	15
c1ccc(-c2ccc(OCCCn3cncn3)cc2)cc1	-6	3.3	-7	-3	7	1	-4	7	4
COc1ccccc1OCC(=O)NCc1cccs1	-18	0.2	2	7	0	-8	10	2	-1
CSc1ccc(S(=O)(=O)NCc2ccccc2C)cc1	6	-0.1	-7	6	0	-4	-7	-18	-10
O=C(O)c1cccc(S(=O)(=O)N2CCCC2)c1	-13	0.2	8	-7	2	3	4	-8	11

Entries listed so far containing a furan ring, fused or not (three):
SMILES	CHO-K1 Ca antag	CHO-K1 Ca ag	CHRM4 PAM	M4 antag	M4 ag	M5 ag	M5 PAM	M5 antag	CHO-K1 Ca PAM
O=C(CSc1nnc(NC(=O)c2ccccc2[N+](=O)[O-])s1)NCc1ccco1	-10	0.3	1	1	0	1	2	-4	3
Cc1cc(C(=O)OCC(=O)c2ccc3c(c2)OCCO3)c(C)o1	10	0.2	7	-11	1	-10	6	-1	-4
CCOC(=O)c1csc(NC(=O)c2cc3ccccc3o2)n1	-15	1.6	20	3	6	0	-6	14	12

Remaining list, next part
SMILES	CHO-K1 Ca antag	CHO-K1 Ca ag	CHRM4 PAM	M4 antag	M4 ag	M5 ag	M5 PAM	M5 antag	CHO-K1 Ca PAM
O=C1NC[C@H](Cc2ccc(O)cc2)N(CCc2cc(C(F)(F)F)cc(C(F)(F)F)c2)C1=O	-8	0.5	8	-6	-1	2	-9	8	-15
COc1ccc(OC)c(NC(=O)C2(C)CCN2C(=O)Cc2ccccc2)c1 (stereo unspecified)	-5	1.7	3	-11	2	0	0	0	14
Cc1ccc(CNC(=O)CCSCc2ccccc2C)cc1	-1	-0.8	4	-2	1	-5	-6	4	6
CC(=O)c1ccc(C#CC(C)(C)O)s1	-5	0.9	-1	0	1	-4	-2	6	16
CCCC(=O)Nc1cc2c3c(c1)C(C)C(=O)N3CCC2 (stereo unspecified)	-6	0.4	-1	-9	1	-2	4	-6	-6
CC(=O)N1CCc2cc(S(=O)(=O)CCC(=O)NCCc3ccccc3)ccc21	-7	1.9	-3	-13	3	5	2	0	-2
O=C(N/N=C/C=C/c1ccco1)c1cccnc1	-8	0.3	4	0	1	2	0	0	3
O=C(Nc1ccc(O)cc1)c1ccc(NC(=O)c2cccs2)cc1	2	3.3	-9	0	12	0	-8	-1	-18
O=C(CN1CCN(C(=O)C2CCN(C(=O)/C=C/c3ccccc3)CC2)CC1)Nc1ccccc1Cl	1	0.3	6	-12	1	0	0	-3	-18
CCN(CC(=O)NCc1ccc(F)cc1)C(=O)C1CCN(S(=O)(=O)c2ccc(C(C)C)cc2)CC1	5	4.8	-10	-1	10	0	-4	4	0
O=C(c1ccccc1)c1cnc(Nc2ccc(Cl)c(Cl)c2)s1	13	0.6	-5	5	2	1	-9	5	-7
Cc1ccc(C)c(S(=O)(=O)NCc2ccc(C(=O)N3CCCCC3C)cc2)c1 (stereo unspecified)	-2	2.6	-2	15	4	-4	-7	5	8
CN(/N=C/c1ccc(Cl)cc1Cl)c1ncc(Cl)cc1C(F)(F)F	15	0.1	4	-4	1	5	7	1	-15
CCOc1ccccc1OCCOc1ccc(F)cc1	-3	-0.8	-1	12	-2	-6	4	-9	4
O=[N+]([O-])c1ccc(Oc2ccc(C(F)(F)F)cn2)cc1	-8	0.3	-4	0	0	-2	0	-12	23
CC1=C(C(=O)OCc2ccccc2)C(c2cccc([N+](=O)[O-])c2)NC(=O)N1CCCCCC(=O)O (stereo unspecified)	6	-0.5	1	-9	2	-1	4	9	-2
O=C(Nc1cccnc1)c1ccc(-c2ccc(Cl)cc2)o1	-2	0.4	-1	-3	1	-1	-5	13	7
CCOC(=O)[C@]12CCC=C1N(CCC1=CCCCC1)C(=O)[C@H](CC(=O)N1CCCC1)C2	-19	1.4	22	-10	0	-1	4	-1	19
COC(=O)C[C@H]1CC[C@H](NC(=O)Cc2ccccc2)[C@@H](CO)O1	/	/	4	-7	2	0	-3	3	/
O=C(CSc1nc2ccccc2c(=O)[nH]1)c1ccc(O)c(O)c1	-10	-0.4	11	0	-3	1	-5	6	18
CCOC(=O)C1CCCN(C(=O)Cc2c(F)cccc2Cl)C1 (stereo unspecified)	-19	0.1	5	7	0	1	2	7	5
CC1CCN(c2nnc(N)s2)CC1	-1	7.2	-7	-1	0	-1	2	-3	12
Cc1cc(C)c(NC(=S)N(C)C)cc1C	-15	3.3	-7	1	17	2	-11	11	9
Cc1cc2nc(SC(C)C(=O)O)[nH]c2cc1C (stereo unspecified)	10	0.0	1	6	0	-1	2	-7	-7
CC(/C=C/C=C/c1ccccc1)=N\NC(=O)c1cccnc1	-3	1.1	1	2	0	-3	2	-10	6
CCOC(=O)C1CCN(C(=O)NS(=O)(=O)c2ccc(C)cc2)CC1	-9	1.4	7	-3	1	1	-3	4	21
COc1ccc(CCN2CC(C(=O)Nc3cc(S(C)(=O)=O)ccc3Cl)CC2=O)cc1OC (stereo unspecified)	-6	1.5	10	10	2	2	8	-3	4
CC(=O)c1cccc(NC(=O)NCc2ccc3c(c2)OCO3)c1	-4	1.8	-2	-2	3	-3	-4	1	-4
CN(C)CCCNC(=O)c1cc(C(=O)c2cccc(Cl)c2Cl)c[nH]1	11	0.5	-6	-4	0	-6	0	7	-2
CCc1[nH]nc(C(=O)N2CCCC(CCC(=O)N3CCN(c4ccccn4)CC3)C2)c1C (stereo unspecified)	11	0.5	8	-10	5	1	4	-8	-13
CC1(C)CSC(=NCCc2ccccc2)N1	-5	0.2	-5	4	1	-7	0	9	5
Cc1cc(C)nc(SCc2csc(-c3ccccc3)n2)n1	-12	1.4	-2	6	-1	-2	-4	2	18
O=[N+]([O-])c1ccc(Nc2ccccc2O)c([N+](=O)[O-])c1	4	6.3	-2	0	11	4	-11	14	-8
CCN1C(=O)C(CC(=O)Nc2ccc(Br)cc2)N(CCCc2ccccc2)C1=S (stereo unspecified)	-8	0.8	-9	12	8	4	-9	12	10
O=C(CNc1cccc(S(=O)(=O)N2CCCC2)c1)Nc1ccc(F)c(F)c1	-5	2.4	20*	-17	14	6	-10	10	-27
CC(=O)Nc1ccc(S(=O)(=O)Nc2nc(C)nc3sc(C)c(C)c23)cc1	4	-1.2	21*	-12	-1	-2	10	-20	-13
